Compound activity (PubChem)
SKN-1 block – inhibitors of C. elegans SKN-1 | C. elegans VP596 Pgst-4::GFP/RFP ratio, acrylamide-induced, 24 h | inhibition, % at 21.8 µM | 360,000 tested, 0.49% active;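 active = interference check ratio from 0.5 to 1.5 plus GFP to RFP signal ratio inhibition reaching or exceeding a fixed threshold, cut at about 30% in these data, passing the limit was not always enough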; also: some compounds called inactive have numbers as strong as hits
STEP inh – inhibitors of human striatal-enriched phosphatase STEP; P54829; recombinant STEP, OMFP fluorogenic substrate, fluorescence; inhibition, % at 20 µM; 360,000 tested, 0.25% active;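 active = inhibition at 20 µM, scaled per plate between control wells, above about 37%, limit read from the data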;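 also: 0% = DMSO with enzyme and substrate and 100% = substrate only without enzyme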
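Test system: STEP tyrosine phosphatase / Reagent: OMFP at 25 µM / Doses: 20 µM, 1% DMSO / Read-out: percent inhibition scaled to no-enzyme and uninhibited-enzyme controls, plate-pattern corrected / Detection: FITC-channel fluorescence of OMFP product / Medium: Bis-Tris buffer pH 6.0, 2.5 mM DTT, 0.005% Tween 20 / Schedule: 20 min at room temperature, dark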
Scp1 inh – Scp-1 (human) phosphatase inhibition; Q9GZU7; Recombinant Scp1, phosphopeptide, malachite green phosphate absorbance; inhibition, % at 20 µM; 340,000 tested, 0.88% active;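 active = inhibition above about 50% at 20 µM, limit read from the data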;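 also: plate controls were DMSO wells with enzyme for no effect and wells lacking enzyme for full effect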
Target sequence (Q9GZU7 76-261 limits assumed): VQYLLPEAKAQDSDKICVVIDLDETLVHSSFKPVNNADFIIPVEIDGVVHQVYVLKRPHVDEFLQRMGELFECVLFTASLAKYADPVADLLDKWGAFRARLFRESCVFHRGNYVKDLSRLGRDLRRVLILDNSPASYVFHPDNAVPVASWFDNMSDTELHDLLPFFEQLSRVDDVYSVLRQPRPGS
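Times: enzyme reaction 45 min at room temperature, colour 5 min, stabilisation 30 min. Material: SCP-1 catalytic fragment, aa 76-261. Medium: Acidic Tris acetate buffer with magnesium and detergent. Signal: colorimetric free-phosphate detection, absorbance 630 nm. Read-out basis: % inhibition of SCP-1 phosphate liberation. Reagent: Phosphorylated 17-residue peptide substrate.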
Neddyl block – inhibitors of human cullin neddylation. P61081+Q13564. TR-FRET cullin neddylation, biochemical. calls only at 25 µM. 360,000 tested, 0.58% active. AID 651699; in the data active = inhibition above about 36%
TbMetRS inhib – Trypanosoma brucei MetRS inhibition; purified T. brucei MetRS, ATP depletion, Kinase-Glo luminescence; inhibition, % at 11.9 µM; 360,000 tested, 0.4% active; AID 624268;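 active = inhibition above a per-plate cutoff of the control wells' mean inhibition plus 3 SD, cut at about 5.5% in these data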;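 also: 0% = DMSO wells median and 100% = median of wells with control inhibitor compound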
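Assay system: T. brucei methionyl-tRNA synthetase, purified | Medium: HEPES buffer with MgCl2, KCl, DTT, spermine, BSA, pyrophosphatase | Compound: 11.9 µM single point | Incubation: 15 min enzyme-compound preincubation, 2 h reaction, 10 min detection, 25 °C | Measured by: Kinase-Glo luciferase luminescence reporting remaining unconsumed ATP | Measure: % inhibition normalized to control-well medians | Replication: Singlicate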
NRP1-CendR mod – modulators of CendR peptide binding to human neuropilin-1; FAM-RPARPAR peptide binding to NRP-1, fluorescence polarization; inhibition, % at 25 µM; 360,000 tested, 0.85% active; AID 602438;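 active = inhibition or corrected inhibition above about 18%, plus a signal ratio from 0.5 to 1.5, limit read from the data, passing the limit was not always enough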; also: strong numbers were not always called active
Target sequence (O14786 whole entry, looked up): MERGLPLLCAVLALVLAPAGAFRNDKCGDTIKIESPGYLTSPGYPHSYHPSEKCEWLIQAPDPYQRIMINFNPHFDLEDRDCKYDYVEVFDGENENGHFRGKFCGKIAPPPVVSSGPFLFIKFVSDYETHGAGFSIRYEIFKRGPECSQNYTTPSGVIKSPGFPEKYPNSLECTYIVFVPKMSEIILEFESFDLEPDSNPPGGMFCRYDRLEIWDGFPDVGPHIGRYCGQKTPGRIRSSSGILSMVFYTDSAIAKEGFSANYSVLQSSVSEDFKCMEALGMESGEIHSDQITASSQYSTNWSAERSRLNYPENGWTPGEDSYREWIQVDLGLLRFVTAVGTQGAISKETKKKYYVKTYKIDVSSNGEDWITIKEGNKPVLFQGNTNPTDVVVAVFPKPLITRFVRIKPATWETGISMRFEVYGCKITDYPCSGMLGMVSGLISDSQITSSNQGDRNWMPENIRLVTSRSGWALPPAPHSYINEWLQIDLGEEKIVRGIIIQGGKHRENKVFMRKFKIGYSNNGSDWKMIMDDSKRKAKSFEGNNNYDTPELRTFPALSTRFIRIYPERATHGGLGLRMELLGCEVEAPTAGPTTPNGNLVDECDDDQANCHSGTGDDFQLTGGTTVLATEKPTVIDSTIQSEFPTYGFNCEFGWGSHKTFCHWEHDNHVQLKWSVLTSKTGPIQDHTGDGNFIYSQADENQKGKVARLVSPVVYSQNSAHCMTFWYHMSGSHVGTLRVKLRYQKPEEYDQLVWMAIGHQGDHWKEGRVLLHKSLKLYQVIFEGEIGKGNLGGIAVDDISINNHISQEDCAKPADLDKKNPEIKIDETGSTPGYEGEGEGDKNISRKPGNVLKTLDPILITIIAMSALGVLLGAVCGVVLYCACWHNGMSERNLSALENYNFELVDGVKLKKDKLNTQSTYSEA
LMPTP block – LMPTP (human) inhibition; recombinant LMPTP-A, OMFP fluorogenic substrate, fluorescence intensity; inhibition, % at 20 µM; 360,000 tested, 0.22% active; AID 651560;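 active = compounds that cut the enzyme signal by at least half of the control window in the single-dose screen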;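 also: plate controls were DMSO wells with enzyme plus substrate for no effect and substrate without enzyme for full effect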
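Test system: LMPTP-A phosphatase enzyme. Amount: LMPTP-A at 0.625 nM final in the reaction. Reagent: OMFP substrate, 400 µM final. Times: 50 min at room temperature. Signal: endpoint fluorescence intensity from OMFP dephosphorylation. Read-out basis: % inhibition. Benchmarks: no-enzyme and uninhibited controls.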
DNMT1 block – DNMT1 (human) enzyme inhibition; DNMT1 molecular beacon, Hinp1I cleavage, fluorescence; inhibition (reported as % activation of signal), % at 10 µM; 360,000 tested, 0.83% active; in the data active = inhibition above about 50%
SUMO1 PPI mod – SUMO1-SIM interaction modulation. 360,000 tested, 0.33% active. inhibition, % at 20 µM. SUMO1 binding to a labelled peptide, TR-FRET, 1 h. AID 602429; in the data active = inhibition above about 37%
NadD inh – inhibitors of Staphylococcus aureus NadD; inhibition, % at 20 µM; 360,000 tested, 0.78% active; purified NadD enzyme, colorimetric absorbance read-out; AID 602399; in the data active = inhibition above about 26%; also: some compounds past the cut are filed as inactive
* = called active by the depositor; i = inactive; . = not tested or not shown; + = active, no number; & = joins results of further samples.

item	mol	SKN-1 block	STEP inh	Scp1 inh	Neddyl block	TbMetRS inhib	NRP1-CendR mod	LMPTP block	DNMT1 block	SUMO1 PPI mod	NadD inh
1	CCOC(=O)CSc1nc2c(sc(=S)n2-c2ccc(OCC)cc2)c(=O)[nH]1	-10	-1	2	i	-0.3	-12	-0.9	0	-2	-2
2	Cc1cccc(N2CCN(S(=O)(=O)c3ccc(-c4ccc(=O)[nH]n4)o3)CC2)c1C	20	-3	-3	i	0.6	-9	-1.7	24	-2	4
3	COc1ccccc1-c1ccc(Nc2ccc(C(=O)N3CCOCC3)cc2)nn1	1	-2	-2	i	0.0	11	-1.2	0	0	3
4	CCc1noc(N)c1C(=O)Nc1ccc(Cl)cc1	8	-3	0	i	0.0	-1	1.1	-1	-4	-7
5	CC(C)c1ccc2c(c1)C(N1CCN(C)CC1)Cc1cccnc1S2 (centres undefined)	-10	3	-1	i	-0.9	1	0.0	1	4	-5
6	COc1cc2c(cc1OC)C(CNC(=O)C=Cc1ccccc1)C2 (centres undefined)	-4	-2	.	i	-0.3	-3	-1.2	-1	-8	-9
7	C=CCNC(=O)/C(C#N)=C/c1c(N2CC(C)OC(C)C2)nc2ccccn2c1=O (centres undefined)	15	-1	-9	i	0.5	-6	0.0	1	-16	-3
8	ClCCn1cnc2c(SCc3ccccc3Cl)ncnc21	13	2	-5	i	-0.1	5	0.6	2	-2	-5
9	CCOP(=O)(OCC)C(Nc1ccc(F)cc1)c1ccccc1 (centres undefined)	-14	2	-1	i	0.3	-4	1.4	-3	-1	3
10	Cc1ccc(NC(=O)CSc2nnc(-c3ccco3)o2)cc1	-17	-3	-2	i	-0.4	4	-1.2	-5	-5	-5
11	S=c1[nH]nc(-c2cc(-c3ccccc3)n[nH]2)n1/N=C/C=C/c1ccccc1	-3	2	-7	i	-0.2	-14	0.1	11	-5	33*
12	CCn1cc([N+](=O)[O-])c(C(=O)N2N=C(c3ccc(OC)cc3OC)CC2c2ccccc2O)n1 (centres undefined)	6	1	-4	i	-0.1	-11	0.1	-7	-12	5

Some of the entries so far, with values under each structure.
Fields – SKN-1 block	STEP inh	Scp1 inh	Neddyl block	TbMetRS inhib	NRP1-CendR mod	LMPTP block	DNMT1 block	SUMO1 PPI mod	NadD inh
1	CCOC(=O)CSc1nc2c(sc(=S)n2-c2ccc(OCC)cc2)c(=O)[nH]1
→ -10	-1	2	i	-0.3	-12	-0.9	0	-2	-2
2	Cc1cccc(N2CCN(S(=O)(=O)c3ccc(-c4ccc(=O)[nH]n4)o3)CC2)c1C
→ 20	-3	-3	i	0.6	-9	-1.7	24	-2	4

Next part.
item	mol	SKN-1 block	STEP inh	Scp1 inh	Neddyl block	TbMetRS inhib	NRP1-CendR mod	LMPTP block	DNMT1 block	SUMO1 PPI mod	NadD inh
13	CCCCCCCCS(=O)CCC(=O)O (centres undefined)	6	1	-2	i	-0.1	7	-1.5	8	-2	-9
14	O=C1Nc2cc(Cl)c(Cl)cc2N(O)N1c1ccccc1	15	1	7	i	0.3	17	-1.0	0	4	-5
15	O=C(c1ccncc1)N1CCN(c2ccc3ccccc3n2)CC1	-4	-4	-4	i	-0.4	2	-1.8	-3	1	-10
16	CCOC(=O)c1c(C)nc2sc(C(N)=O)c(N)c2c1-c1ccc(OC)cc1	-10	-3	-5	i	-0.9	-7	-1.2	-1	-22	1
17	COc1cc(/C=C/CNC[C@H]2O[C@@H](n3ccc(=O)[nH]c3=O)[C@H](O)[C@@H]2O)ccc1O	6	4	-23	i	-0.1	-6	-2.3	1	-2	2
18	O=C(O)c1cc2ccccc2c(N=Nc2cccnc2)c1O	39*	8	-1	i	-0.1	10	9.9	-4	-51	10
19	Cn1c(=O)c2[nH]c(C(O)c3ccc(Cl)cc3)nc2n(C)c1=O (centres undefined)	-11	2	5	i	-0.3	0	0.6	0	7	1
20	CCCCNC(=O)c1ccc(SCC(=O)N(CC)CC)c([N+](=O)[O-])c1	10	-1	7	i	-0.6	8	-0.7	0	-25	-3
21	Cc1cc(C)c2nc(SCC(=O)Nc3ccccc3N3CCOCC3)c(C#N)cc2c1	6	2	-1	i	-1.8	-16	-0.5	7	-3	9
22	O=C(COc1ncnc2sccc12)Nc1ccc(F)cc1F	3	-3	3	i	0.0	-2	-1.7	-3	0	30*
23	O=C(O)c1cc(S(=O)(=O)N2CCOCC2)c(Sc2ccccn2)cc1Sc1ccccn1	11	4	11	i	-0.5	-7	-1.5	4	-1	-4
24	CC1CCN(c2nc3c(c(=O)[nH]c(=O)n3C)n2Cc2ccccc2)CC1	0	2	-5	i	0.3	7	0.1	2	0	10
25	O=c1c2ccc([N+](=O)[O-])cc2ncn1CCOc1ccccc1	-6	3	-4	i	0.1	-39	-0.9	-9	-19	-11
26	Cc1ccc2cc(C#N)c(N3CCCN(S(=O)(=O)c4ccccc4)CC3)nc2c1	-14	-8	-2	i	0.5	-30	1.4	-12	-14	6
27	Cc1nn(C)c(C)c1CN(Cc1nc(CCC(C)C)no1)C(C)C	-4	0	2	i	-1.4	0	1.5	3	2	-2
28	N#C/C(=C\c1ccc(O)cc1)C(=O)N1CCCC1	-7	-2	-7	i	-0.6	5	-3.0	0	-5	-6
29	COc1ccccc1C1CC(c2ccccc2)=NN1C(=S)Nc1ccccc1 (centres undefined)	11	-1	-16	i	-0.2	-18	0.9	-2	-7	3
30	Cn1nc(C(=O)N2CCCc3ccccc32)c2ccccc2c1=O	5	-1	-14	i	0.1	-8	-1.1	1	-1	-10
31	CCC(C)NS(=O)(=O)c1ccc(OCC(=O)NCc2cccnc2)cc1 (centres undefined)	-5	-1	-5	i	-0.3	3	-2.4	2	0	-4
32	O=C(CCCCC(=O)OCC1COCO1)OCC1COCO1 (centres undefined)	-7	2	-10	i	-0.3	4	-2.4	5	0	1
33	CS(=O)(=O)NN1C(=O)c2ccccc2NC1c1ccccc1 (centres undefined)	4	-2	3	.	-1.4	1	0.9	4	-1	0
34	CC(C)(O)C#Cc1ccc(C(=O)N2CCN(c3ccc(Cl)cc3)CC2)cc1	9	-1	-3	i	0.0	-8	-0.1	2	2	-2
35	CN=C1NN=C(c2cc(C)n(-c3ccc(Cl)cc3)c2C)CS1	4	6	-3	i	0.3	-8	0.3	2	2	29
36	OC1(c2ccc3c(c2)OCO3)CCN(Cc2ccccn2)CC1	0	-5	-4	i	0.1	2	-0.9	5	-1	0
37	CCOC(=O)C1CCN(S(=O)(=O)c2ccc(-c3ccccn3)s2)CC1	5	2	-7	i	-0.1	1	-1.5	6	-8	2
38	CSc1ccc(/C=C(/NC(=O)c2ccco2)C(=O)N2CCCCCC2)cc1	11	1	-9	i	-0.1	19	0.2	-1	9	3
39	COc1cccc(CN2C(=O)CN(C3CCCCC3)C(=O)C2c2ccc(F)cc2)c1 (centres undefined)	4	-1	-5	i	-0.5	3	-0.8	1	-2	5
40	Cc1cc(OC(C)C(=O)NCCN2CCOCC2)c2c(C)cc(=O)oc2c1 (centres undefined)	-11	-1	-5	.	-0.3	3	-1.7	-1	-1	-3
41	NS(=O)(=O)c1ccc(CCNC(=O)NC2CCCCC2)cc1	3	-2	-7	i	-1.4	-1	-0.5	1	-3	-2
42	Cc1cnc(CN(C)C(=O)c2cc(COc3c(F)cccc3F)on2)[nH]1	-1	-3	1	i	0.2	-6	0.6	1	-2	2
43	Cc1cccc(N2CC(C(=O)Nc3cccc(S(=O)(=O)N4CCCCC4)c3)CC2=O)c1C (centres undefined)	-11	-3	-6	i	0.1	12	1.6	-2	17	8
44	Cc1ccc(C(=O)Nc2ccccc2NC(=O)c2ccc(C)o2)o1	-18	3	-3	i	-0.3	3	-1.5	0	3	28
45	OCc1cccc(-c2csc(C(O)c3ccco3)n2)c1 (centres undefined)	-9	-1	.	i	-0.3	-19	1.1	-4	-6	-3
46	Cc1nc2ccccc2n1CCC(=O)O	0	-1	-9	i	-1.6	33*	-0.9	5	-1	2
47	CC(=O)O/N=C(\N)Cc1ccc(-c2csnn2)cc1	-4	0	-15	i	-1.1	2	0.1	-4	1	-7
48	CCOc1ccc(CCN2C(=O)C(=O)N([C@@H](Cc3ccccc3)CN3CCC[C@@H]3CN3C(=O)C(=O)NC[C@@H]3Cc3ccc(O)cc3)C[C@@H]2Cc2ccccc2)cc1	-10	1	.	i	-0.7	-8	-0.4	1	1	8
49	CNC(=O)CSc1nc2[nH]ncc2c(=O)[nH]1	0	-1	-2	i	0.2	6	-0.3	2	3	-5
50	CC(=O)c1cc(CC=C(C)C)c(O)c(CC=C(C)C)c1O	6	1	-5	i	0.0	-4	1.7	-3	-3	5
51	Cn1nc(C(F)(F)F)c(-c2cccc(C(F)(F)F)c2)c1NC(=O)c1ccco1	10	-2	-7	+	-0.7	4	1.8	7	-3	-7
52	Cc1ccc(NC(=O)C2CCCN2S(=O)(=O)c2ccc3c(c2)n(C)c(=O)c(=O)n3C)c(C)c1 (centres undefined)	-3	-2	-12	i	-0.3	6	-0.3	0	4	-3
53	COc1ccc(C(=O)c2ccc(OC)cc2O)c(O)c1	20	1	-7	i	0.9	1	0.5	-5	0	-5
54	CCC(C)Sc1cccc(-c2nc3ccc(C)cn3c2NCc2ccccc2)c1 (centres undefined)	3&5	7	14	.	-0.3&-1.0	-24&-18	17&6.3	-9	2&3	9&10
55	O=C(Nc1ccc(Nc2ccccc2)cc1)C(Cl)Cl	6	-1	-5	i	0.1	10	0.7	-29	3	-1
56	CCC(=O)Nc1nc2ccc(S(C)(=O)=O)cc2s1	-1	-2	-2	i	-1.0	8	-0.3	1	0	7
57	COc1ccc(CN(C)C(=O)c2ccccc2Sc2ccccc2C#N)c(OC)c1	-1	-2	-14	i	-0.2	4	-2.8	-1	-9	-8
58	CCOC1=C2[C@@H](CN(S(=O)(=O)c3ccccc3C)[C@H]2c2ccc(Cl)cc2)[C@H]2C(=O)N(C3CCCCC3)C(=O)[C@H]2C1	-8	.	.	i	0.7	13	2.4	.	4	.
59	O=C1NN(c2ccccc2)C(=O)/C1=C/c1ccc(-c2ccc(C(=O)O)cc2)o1	6	10	77*	i	-0.2	-93	5.0	78*	5	8
60	Cn1c(Sc2ccc(C(F)(F)F)cc2[N+](=O)[O-])nnc1-c1ccccc1	5	3	-7	i	-0.1	-2	-1.4	2	-24	3
61	COc1ccc(N2C(=O)C3C4C=CC(c5ccccc5)(C3C2=O)C2C(=O)N(c3ccc(OC)cc3)C(=O)C42)cc1 (centres undefined)	-1	1	-5	i	-0.9	0	-0.7	-10	0	-4
62	COc1ccc(-n2nc(C(=O)NCC(=O)NCc3ccccc3OC)c3ccccc3c2=O)cc1	-5	1	-6	i	-0.9	14	-0.9	-1	-12	-7
63	CCOC(=O)CSc1nc2c([nH]c3ccccc32)c(=O)n1C	-9	0	-6	i	-1.4	0	-0.7	10	1	5
